NTR1 ag: agonists of NTR1, primary screen, imaging, U2OS cells, beta-arrestin-GFP, high content (AID 493036) | NTR1-U2OS beta-arrestin-GFP spot imaging, agonist mode | activation, % at 20 µM | hit rate 0.17% among 330,000;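 active = activation at or above 40% of the spot to cytoplasm intensity ratio, with at least 20 cells analyzed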;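 also: 0% = DMSO without peptide and 100% = 100 nM NTR1 peptide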
Target sequence (P30989 whole entry, looked up): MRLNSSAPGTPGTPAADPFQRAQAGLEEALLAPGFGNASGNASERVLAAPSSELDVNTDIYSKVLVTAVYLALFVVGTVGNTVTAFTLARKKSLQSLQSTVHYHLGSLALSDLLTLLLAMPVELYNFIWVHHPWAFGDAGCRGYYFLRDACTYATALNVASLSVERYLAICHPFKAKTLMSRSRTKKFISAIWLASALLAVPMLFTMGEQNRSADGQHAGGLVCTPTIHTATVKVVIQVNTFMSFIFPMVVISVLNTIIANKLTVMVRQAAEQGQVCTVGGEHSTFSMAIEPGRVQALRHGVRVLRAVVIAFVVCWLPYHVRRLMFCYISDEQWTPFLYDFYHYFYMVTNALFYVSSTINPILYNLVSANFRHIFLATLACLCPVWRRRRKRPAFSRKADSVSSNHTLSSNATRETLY
KOR beta-arrestin-1: KOR antagonists, beta-arrestin recruitment, cell-based, luminescence, uHTS (AID 1778); inhibition, % at 10 µM; hits with a dose series show IC50 in µM; hit rate 0.091% among 290,000; KOR beta-arrestin recruitment, luminescence, antagonist mode; higher % means a stronger effect; also: strong numbers were not always called active
NOD1 inhibition: NOD1 signaling inhibitors, primary screen, cell-based, luminescence, uHTS (AID 1578); NOD1-driven NF-kB luciferase reporter cells, luminescence; higher % means a stronger effect; hit rate 1% among 290,000; one-dose inhibition, % at 4 µM; EC50 in µM for titrated hits; in the data active = inhibition mostly above about 36%, no sharp cut-off; inactive = mostly below about 34%;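 also: HEK-293T reporter cells stimulated with the NOD1 agonist gamma-tri-DAP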
GPR55 beta-arrestin: selective activators of receptor GPR55 – imaging, U2OS cells, beta-arrestin-GFP redistribution, primary screen (AID 1961). U2OS GPR55 beta-arrestin-GFP redistribution imaging; higher % means a stronger effect. one-dose activation, % at 10 µM; EC50 in µM for titrated hits. hit rate 0.048% among 290,000;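 active = activation above 40% with more than 50 cells counted in the well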;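 also: U2OS osteosarcoma cells stably expressing GPR55 and beta-arrestin-GFP; plate controls were DMSO negative control for no effect and LPI positive control for full effect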
TNAP activation fold: human TNAP enzyme activators, primary screen, biochemical, luminescent, no phosphate acceptor, uHTS (AID 1001). hit rate 0.03% among 200,000. purified TNAP, luminescent activation assay, no phosphate acceptor; higher activation fold means a stronger effect. one-dose activation fold at 20 µM; EC50 in µM for titrated hits; in the data active = activation fold from about 3, or a potency from the dose series; inactive = the rest, 99 in 100 with activation fold below about 1.6; also: many of its hits are not listed in these tables
ER stress rescue: protection against thapsigargin-triggered cell killing – 384-well, CSM14.1, ATP luminescence, primary screen (AID 1222). CSM14.1 thapsigargin-induced death rescue, ATP luminescence; higher % means a stronger effect. 190,000 tested, under 10 active. cellular ATP content (survival), % at 20 µM; hits with a dose series show EC50 in µM;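 active = EC50 below 50 µM in the dose-response confirmation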;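 also: death triggered by thapsigargin at about 15 µM added after 2 h compound pretreatment; cell ATP read after overnight thapsigargin exposure of roughly 18 to 22 hours; normalized against plate controls of thapsigargin alone and 5% DMSO vehicle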
KOR beta-arrestin-2: kappa opioid receptor activators – cell-based, luminescence, uHTS, primary screen (AID 1777); KOR beta-arrestin recruitment, luminescence; higher % means a stronger effect; hit rate 0.02% among 280,000; one-dose activation, % at 10 µM; EC50 in µM for titrated hits; in the data active = activation above about 50%, passing the limit was not always enough; also: a part of the inactive calls stands beside numbers as strong as those of hits
Yfh1-off respiration: mitochondrial function rescue without frataxin homolog – Friedreich's ataxia, plus single-dose screen, dose response (AID 1465); S. cerevisiae Yfh1-off respiration, WST-1 reduction, 72 h; higher fold induction means a stronger effect; fold induction at 50 µM; hits with a dose series show EC50 in µM; hit rate 0.074% among 220,000;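 active = fold induction of absorbance versus untreated yeast above a set limit, then at least 30% activation at any dose in follow-up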;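 also: activators that raise dye reduction in frataxin-depleted yeast; strong numbers were not always called active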
HEK293 NOD2/NF-kB: NOD2 signaling inhibitors, cell-based, luminescence, uHTS, HEK293 (AID 1566). inhibition, % at 4 µM, or EC50 in µM where a hit was titrated. HEK293 NOD2/NF-kB luciferase reporter, luminescence; higher % means a stronger effect. hit rate 0.63% among 290,000; also: many of its hits are not listed in these tables
NTR1 ag cell count 20 µM: further read-out of NTR1 ag, marked with its call; cell count; measured here: cell count, cytotoxicity flag
* = called active by the depositor; i = inactive; / = not tested or not shown; & = joins results of further samples; [ ] = remark or other dose. Rule as the data show it, unless noted: active = inhibition above about 50%; inactive = the rest. Some of the compounds tested (hit frequency here may not be typical).

SMILES | NTR1 ag | NTR1 ag cell count 20 µM | KOR beta-arrestin-1 | NOD1 inhibition | GPR55 beta-arrestin | TNAP activation fold | ER stress rescue | KOR beta-arrestin-2 | Yfh1-off respiration | HEK293 NOD2/NF-kB
C=CCOC(=O)C1=C[C@H](c2ccccc2)[C@@H](CCCO)[C@H](OCC)O1 | -0.6 | 45 | -25% | -33% | -0.2% | 1.1 | 2.8% | -2.3% | i | 8%
O=C(O)CCn1c(SCc2cccc3ccccc23)nc2ccccc21 | 2.0 | 71 | 4% | -62% | 0.3% | 1.1 | 0.6% | -5.5% | i | -33%
COc1cc(/C(C)=N/NC(=O)CSc2nc3ccccc3[nH]2)ccc1O | -1.2 | 56 | 13% | -9% | -0.1% | / | / | 0.4% | i | 11%
CC(=O)c1cccc(OCc2cc(C(=O)N3CCC(N4CCCCC4)CC3)no2)c1 | 0.9 | 69 | -42% | -15% | -0.1% | / | / | 3.0% | / | 13%
Cc1ccc(C(=O)NCCCNC(=O)c2ccco2)cn1 | -0.1 | 43 | -16% | 17% | 0.3% | / | / | -4.7% | / | 10%
OC(CNCc1ccccc1F)(c1ccc(F)cc1)c1ccc(F)cc1 | 1.3 | 112 | -28%[20 µM] | -8% | -0.1% | 1.1 | -1.3% | 0.2% | i | 14%
C/C(=N\Nc1cc(C(F)(F)F)ccc1Cl)c1ccncc1 | 2.3 | 36 | 3% | -31% | -0.1% | / | / | 0.0% | / | 9%
O=C(O)c1ccc(Cn2c(=S)[nH]c3cc(Cl)ccc3c2=O)cc1 | 0.8 | 89 | -8% | -1% | 0.0% | / | / | -2.2% | / | -3%
COc1cc(C(=O)Nc2nnc(C)s2)cc(OC)c1OC | 2.2 | 73 | -5% | -14% | 0.7% | 1.1 | -1.5% | -2.3% | i | 0%
COCCNC(=O)C/C(C)=N/NC(=O)C(=O)NC1CCCCC1 | -0.1 | 72 | -29% | -35% | -0.1% | 1.1 | 1.3% | 1.2% | i | 13%
CSCc1nnc(NC(=O)c2ccc(S(=O)(=O)N3CCCCC3C)cc2)o1 (configuration not stated) | 1.3 | 53 | -12% | 9% | 0.1% | / | / | -1.3% | / | 33%
c1cnc(N2CCN(Cc3ccc4c(c3)OCO4)CC2)nc1 | 1.5&0.0 | 72&60 | 5%&-2% | -6%&-25% | -0.2%&0.4% | 1.1&1 | -2.6%&-2.2% | -5.4%&-2.5% | i | 7%&10%
Cn1c(=O)[nH]c(NC2CCCCC2)c([N+](=O)[O-])c1=O | -0.2 | 51 | 10% | -25% | -0.3% | 1 | -1.7% | -2.8% | i | 9%
O=C(CNCCO)Nc1ccc(F)c(Cl)c1 | 4.6 | 55 | -11% | -42% | 0.1% | 1 | / | 3.6% | i | -7%
CCC(=O)N1CCc2cc(S(=O)(=O)NCCC(=O)Nc3cc(C)cc(C)c3)ccc21 | -0.3 | 70 | -20% | -10% | 0.0% | 1 | 0.9% | 1.7% | i | 1%
CCCSc1nnc(-c2cnn(-c3ccccc3)c2-n2cccc2)n1C | 0.8 | 59 | -31% | 5% | -0.1% | 1.1 | -2.3% | -2.7% | i | -9%
COc1ccccc1-c1ccc(=O)n(CC(=O)NC2CCc3ccccc32)n1 (configuration not stated) | -0.4 | 54 | 21%[20 µM] | -35% | 0.2% | 1.1 | 2.9% | / | i | 19%
CC1CCN(CCC(=O)Nc2ccc3c(c2)CCC3)CC1 | 1.3 | 58 | 33% | -19% | -0.4% | 1 | -2.3% | -18% | i | 9%
CSc1cccc(NC(=O)c2c(Cl)cnn2C)c1 | -0.4 | 65 | -33% | -17% | -0.1% | 1.1 | -1.9% | 7.6% | i | 8%
COc1cccc(C2=NOC(C(=O)Nc3cc(OC)c(OC)c(OC)c3)C2)c1 (configuration not stated) | 0.3 | 47 | -19% | -15% | -0.1% | 1.1 | -1.5% | 4.4% | i | -4%
CCOc1ccc(C(=O)NCC(=O)OCC(=O)c2ccc3c(c2)-c2ccccc2C3)cc1 | 0.7 | 73 | 16% | -6% | 0.2% | 1 | 1.8% | 0.5% | i | 7%
COc1ccc2cc(C(=O)C3CCCN(C(=O)CCc4cnn(C)c4)C3)ccc2c1 (configuration not stated) | 0.1 | 80 | -41% | -42% | 0.1% | 1.1 | 1.4% | 5.5% | i | -44%
CN(C(=O)c1cccc(NC(=O)Cc2ccccc2)c1)c1ccccc1 | 1.4 | 63 | -33%[20 µM] | 11% | -0.3% | / | / | 11% | / | 15%
CCOC(=O)c1c(C)sc(Sc2ccc(Cl)cc2[N+](=O)[O-])c1OC | 4.4 | 59 | 24% | 4% | -0.1% | 1 | -4.0% | 1.0% | i | -1%
Fc1ccc(-c2nnc(CSc3nnc(-c4ccc5c(c4)OCO5)o3)o2)cc1 | -1.5 | 76 | -42% | -23% | 0.4% | 1.1 | -0.8% | 3.9% | i | 1%
O=C(Nc1ccncc1)c1ccc(NS(=O)(=O)c2cccc(F)c2)cc1 | 0.7 | 51 | -43% | -21% | -0.2% | 1.1 | 0.7% | 3.3% | i | -166%
COc1ccc(S(=O)(=O)Nc2cc(C)cc(C)n2)c2ccccc12 | 1.9 | 49 | 13% | -3% | 0.0% | 1 | -1.2% | -1.2% | i | 12%
CC(C)CN1CN(Cc2ccco2)CNC1=S | 0.3 | 59 | 1% | -5% | -0.2% | 1 | -2.8% | -2.0% | i | 9%
CCOC(=O)CC1C(=O)NCCN1C(=O)c1sc2ccccc2c1Cl (configuration not stated) | -2.1 | 99 | -23%[20 µM] | -15% | -0.1% | 1 | 1.0% | -12% | i | 15%
COc1ccc(/C=C/C(=O)Nc2ccc(OC)nc2)cc1 | -1.3 | 101 | 29% | -13% | 0.2% | 1 | -4.2% | -3.4% | i | -2%
CCOc1ccc(-n2c(-c3ccccc3)c[n+]3c2CCCCC3)cc1 | 0.1 | 96 | -8% | 40% | -0.3% | 1.2 | 1.8% | -2.9% | i | 41%
COc1ccc(Cl)cc1C(=O)Nc1ccc(NC(=O)C(C)C)cc1 | 3.2 | 69 | -15% | -18% | -0.1% | 1.1 | 2.6% | -5.0% | i | 19%
Cc1ccc(CNC(=O)c2ccc(CS(=O)Cc3cccc(Cl)c3)o2)cc1 (configuration not stated) | 0.2 | 63 | -38% | -3% | -0.3% | / | / | 2.3% | / | 9%
Cc1ccc(NC(=O)Cn2nc(-c3ccccc3Cl)ccc2=O)c(Br)c1 | 0.7 | 53 | -27% | -28% | 0.6% | 1 | 1.0% | 2.5% | i | -7%
Cc1cc(C)n(CC(O)CN(c2ccccc2)S(=O)(=O)c2ccccc2)n1 (configuration not stated) | -0.8 | 75 | 0% | 8% | -0.1% | 1.1 | -5.7% | 12% | i | 27%
CCc1ccc(NC(=O)c2c(C(=O)Nc3ccccc3)sc3nc(C)cc(=O)n23)cc1 | 2.6 | 47 | -41% | -24% | -0.4% | 1.2 | / | 0.8% | i | 3%
Cn1cnnc1SCC(=O)Nc1cc(C(F)(F)F)ccc1N1CCOCC1 | 0.6 | 43 | -12% | -36% | 0.0% | 1.1 | -0.6% | -5.8% | i | 2%
Cc1ccc(C)c(C2=CSC3=NS(=O)(=O)CCN23)c1 | -2.6 | 66 | -9% | -5% | 0.2% | 1 | -1.5% | 4.9% | i | 2%
COC(=O)c1cccc(NC(=O)CSc2nnc(COc3ccccc3)n2C)c1 | -0.6 | 44 | -52% | 9% | -0.1% | 1 | / | 5.7% | i | 1%
Clc1ccc(-n2ncc3c(NCc4ccco4)ncnc32)cc1 | -2.0 | 92 | -57% | -20% | -0.3% | 1.1 | -2.1% | 12% | i | -84%

Two records drawn at random from those above, as already listed:
SMILES | NTR1 ag | NTR1 ag cell count 20 µM | KOR beta-arrestin-1 | NOD1 inhibition | GPR55 beta-arrestin | TNAP activation fold | ER stress rescue | KOR beta-arrestin-2 | Yfh1-off respiration | HEK293 NOD2/NF-kB
OC(CNCc1ccccc1F)(c1ccc(F)cc1)c1ccc(F)cc1 | 1.3 | 112 | -28%[20 µM] | -8% | -0.1% | 1.1 | -1.3% | 0.2% | i | 14%
CCOC(=O)CC1C(=O)NCCN1C(=O)c1sc2ccccc2c1Cl (configuration not stated) | -2.1 | 99 | -23%[20 µM] | -15% | -0.1% | 1 | 1.0% | -12% | i | 15%

Following part.
SMILES | NTR1 ag | NTR1 ag cell count 20 µM | KOR beta-arrestin-1 | NOD1 inhibition | GPR55 beta-arrestin | TNAP activation fold | ER stress rescue | KOR beta-arrestin-2 | Yfh1-off respiration | HEK293 NOD2/NF-kB
COc1ccc(C(=O)NCc2nnc(SCC(=O)Nc3cc(Cl)ccc3OC)o2)cc1 | -1.1 | 71 | -25% | -6% | -0.2% | / | / | 7.7% | / | 1%
NC(=S)N/N=C/c1cn(CCC(=O)O)nc1-c1cccc(Br)c1 | -0.8 | 55 | 17% | -14% | -0.6% | / | / | 3.7% | i | -5%
Cc1ccc(S(=O)(=O)Nc2ncccn2)cc1 | 1.2 | 73 | 10%[20 µM] | -39% | -0.2% | / | / | 0.0% | / | -5%
COc1ccccc1-c1nnc(SC(C(=O)c2c[nH]c3ccccc23)c2ccccc2)n1C (configuration not stated) | 5.3 | 78 | -16% | -3% | 0.6% | 1 | -1.6% | -0.1% | i | 0%
Cc1ccc2c(c1)NC(=O)C(CC(=O)NCc1ccc(F)cc1)O2 (configuration not stated) | 7.7 | 51 | 44% | 18% | -0.1% | 1.2 | 0.4% | -5.2% | i | 7%
COc1cccc(NC(=O)CN(C)C(=O)c2ccc(-c3ccccc3Cl)o2)c1 | -0.6 | 61 | -2% | -11% | -0.1% | / | / | 7.4% | / | -14%
COc1ccc(Nc2nccc(-c3cccc(N)c3)n2)cc1 | 4.0 | 92 | -20% | 7% | 0.4% | / | / | -3.0% | / | -155%
CCOC(=O)Cn1nnc(-c2ccccc2)n1 | 0.1 | 71 | 20% | -37% | 0.1% | 1.1 | 1.0% | 0.6% | i | 2%
CCc1cccc(CC)c1NC(=S)/C(=C(\[O-])c1ccc(Cl)s1)[n+]1ccccc1 | 5.1 | 37 | 4% | -41% | 0.2% | 1 | / | 16% | i | -16%
COc1cc2c(cc1OC)/C(=C/C(=O)c1ccccc1F)NCC2 | 0.3 | 96 | 5% | 9% | 0.4% | / | / | 0.5% | / | 18%
CCOC(=O)N/N=C/c1c[nH]c2ccccc12 | 0.0 | 27 | 4% | -38% | 0.1% | 1.1 | / | -0.5% | i | 4%
COC(=O)c1cnc(NNS(=O)(=O)c2ccc(Cl)cc2)nc1C(F)(F)F | 0.4 | 47 | 21% | 0% | 0.0% | / | / | 0.0% | i | 15%
O=C(NCCCN1CCOCC1)c1cc2cc(Br)ccc2oc1=O | 0.9 | 60 | 30% | -12% | 0.0% | 1 | -0.9% | -2.5% | i | 13%
CC(C)NC(=O)c1ccccc1NC(=O)Cc1ccc([N+](=O)[O-])cc1 | 3.8 | 53 | -1%[20 µM] | 6% | -0.1% | 1.1 | 1.4% | -2.4% | i | 26%
O=C(COc1ccc(F)cc1)N1CCC(Cc2ccccc2)CC1 | 0.2 | 43 | -2% | -28% | -0.1% | / | / | 3.5% | / | -10%
COC(=O)c1cc(COc2ccc3oc(C)c(C(=O)OC(C)C)c3c2)c(C)o1 | 1.9 | 41 | -2% | 24% | -0.1% | 1 | -0.4% | -7.2% | i | 36%
